RORa activator: RORA (human) activation. AID 560. CHO-K1 Gal4-RORA LBD luciferase reporter, luminescence; percent increase over mock-subtracted basal signal. activation, % at 10 µM. actives 1.5% (n = 65,000);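 active means activation above the mean of all tested compounds plus 3 SD, cut at about 49% in these data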;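 further: 0% = DMSO-treated RORA cells and 100% = added signal equal to DMSO minus mock-transfected cells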
Target sequence (P35398 whole entry, looked up, the tested form may be a part): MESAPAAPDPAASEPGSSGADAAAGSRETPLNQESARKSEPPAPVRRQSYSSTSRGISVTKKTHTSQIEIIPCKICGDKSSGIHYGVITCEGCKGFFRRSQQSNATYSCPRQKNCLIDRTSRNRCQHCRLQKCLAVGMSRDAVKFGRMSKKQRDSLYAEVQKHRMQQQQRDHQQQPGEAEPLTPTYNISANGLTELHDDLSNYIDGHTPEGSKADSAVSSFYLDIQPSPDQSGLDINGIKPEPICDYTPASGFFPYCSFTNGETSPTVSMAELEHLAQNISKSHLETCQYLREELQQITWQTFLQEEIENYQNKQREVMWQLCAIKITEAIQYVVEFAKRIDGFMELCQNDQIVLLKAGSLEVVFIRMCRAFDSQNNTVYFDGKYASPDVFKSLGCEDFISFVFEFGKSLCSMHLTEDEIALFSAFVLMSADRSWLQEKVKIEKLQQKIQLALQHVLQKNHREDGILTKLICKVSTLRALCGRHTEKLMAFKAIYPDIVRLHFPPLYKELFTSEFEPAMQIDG
Ecoli tolC: growth inhibitors of E. coli BW25113 tolC mutant | growth inhibition, % at 10 µM (by protocol) | AID 573 | OD615 | actives 2.2% (n = 65,000);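 active means growth inhibition at or above a cutoff equal to the mean over every tested compound plus 3 SD, cut at about 60% in these data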;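 further: growth measured after 20 h incubation at 37 °C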
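Test system – E. coli BW25113 ΔtolC::kan, tolC deletion mutant strain · Detection – OD at 615 nm · Buffer or medium – LB with kanamycin 50 µg/mL · Times – 20 h compound exposure of bacteria at 37 °C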
NADH enzymes: inhibition of NAD/NADH coupling enzymes, library profiling; coupled PK/LDH NADH assays, four targets; actives 0.02% (n = 65,000); IC50, µM (doses to about 10 µM), for the others: top-dose inhibition;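 active means single-dose screening hits from any of four coupled enzyme assays that gave an IC50 when retested across doses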;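 further: the DPM-DC format reads NADH fluorescence rather than 340 nm absorbance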
M1 antagonist: blocks the rat M1 muscarinic receptor response to acetylcholine | P08482 | CHO-M1 cells, Fluo-4 calcium, ACh EC80 antagonist mode; active compounds read low | B-score at 10 µM | actives 3.4% (n = 64,000);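 active means calcium fluorescence response, raw or row-and-column corrected B-score, differing from the plate sample mean either way at a set confidence level, mostly lower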
TNAP act DEA: activators of human TNAP at intermediate phosphate acceptor. P05186. activation factor at 20 µM. purified TNAP, CDP-star luminescence, 100 mM DEA, 30 min; active compounds read high; scale: 0 levamisole-inhibited, 1 vehicle-only enzyme. 64,000 tested, under 10 active;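 active means activation factor of at least 2 at 20 µM, relative to controls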
Target sequence (P05186 whole entry, looked up): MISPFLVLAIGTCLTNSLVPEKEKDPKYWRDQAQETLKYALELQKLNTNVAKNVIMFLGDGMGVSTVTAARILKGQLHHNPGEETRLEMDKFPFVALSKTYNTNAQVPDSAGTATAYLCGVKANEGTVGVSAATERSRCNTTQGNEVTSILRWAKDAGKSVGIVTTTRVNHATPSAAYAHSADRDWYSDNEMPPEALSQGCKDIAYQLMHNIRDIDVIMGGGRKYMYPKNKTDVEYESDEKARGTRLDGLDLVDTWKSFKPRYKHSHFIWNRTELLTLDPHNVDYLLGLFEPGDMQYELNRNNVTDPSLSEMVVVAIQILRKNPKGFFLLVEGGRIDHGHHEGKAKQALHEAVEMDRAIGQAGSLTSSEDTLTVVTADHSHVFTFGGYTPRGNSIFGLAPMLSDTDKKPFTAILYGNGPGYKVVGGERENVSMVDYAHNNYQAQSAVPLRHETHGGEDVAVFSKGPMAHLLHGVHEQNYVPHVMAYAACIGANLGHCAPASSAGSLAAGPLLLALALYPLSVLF
Autofluor 339: intrinsic fluorescence of library compounds, ex339/em460 – biochemical, MLSMR library, data from DPM-DC assay, artefact control, profiling panel; fluorescence fold increase at 10 µM; compound autofluorescence, ex339/em460 nm, NADH buffer; active compounds read high; 1 = no-compound wells, NADH background; AID 709; actives 5.5% (n = 65,000);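 active means at 10 µM, mean starting fluorescence two-fold or more over control wells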;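 further: signal is the first read of a kinetic run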
M1 agonist: M1 muscarinic receptor agonism; CHO-M1 cells, Fluo-4 calcium fluorescence, agonist mode; active compounds read high; B-score at 10 µM; actives 3% (n = 64,000); AID 626;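 active means fluorescence rise, raw or as B-score row- and column-corrected plate score, outside the 99.7% band of its plate's samples, either direction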
E coli RNAP: Escherichia coli RNA polymerase inhibition | P0A8V2 | E. coli RNA polymerase, fluorescence transcription assay | inhibition, %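 (tested at 10 µM)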 | actives 0.2% (n = 62,000) | AID 559; in the data active means inhibition above about 20%;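 further: 0% = enzyme without compound and 100% = no enzyme blank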
SF1 activator: activators of human nuclear receptor SF-1; CHO-K1 Gal4-SF-1 LBD luciferase reporter; % increase over DMSO SF-1-specific signal; activation, % at 10 µM; Q13285; AID 522; actives 1.9% (n = 65,000);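 active means activation above the mean activation of all tested compounds plus 3 SD, cut at about 50% in these data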
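Assay system: CHO-K1 cells co-transfected with Gal4 DBD–human SF-1 LBD, 5xGal4 luciferase reporter; doses: 10 µM only; incubation: 20 h compound exposure at 37 °C after 1 h cell settling; signal: luciferase light emission; evaluation: percent activation versus DMSO; repeats: one test per compound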
Numbers without * were called inactive; . = not tested or not shown.

SMILES	RORa activator	Ecoli tolC	NADH enzymes	M1 antagonist	TNAP act DEA	Autofluor 339	M1 agonist	E coli RNAP	SF1 activator
CC1CC(C)CN(C(=O)C(NS(=O)(=O)c2ccc3c(c2)oc(=O)n3C)C(C)C)C1 (stereo not drawn)	6.3	-9.6	0.0%	-0.853	0.9	1.11	0.305	8.3	9.6
O=C(CN1CCOCC1)Nc1ncc(Br)cc1Br	-2.3	1.0	3.0%	0.0366	0.9	1.11	0.577	.	-17.7
CC(=O)c1c(C)[nH]c(C(=O)NC2CCCCC2)c1C	-21.2	-16.4	5.0%	-0.964	0.9	1.18	-0.406	3.5	-0.9
Cc1cccc(C)c1OCC(=O)Nc1cccc(-c2nnc(-c3ccccc3)o2)c1	15.6	-4.5	3.0%	-1.94	1	1.04	2.19	-3.9	36.9
CS(=O)(=O)N(CCc1ccccc1)CC(=O)N1CCN(Cc2ccccc2)CC1	-17.2	10.8	2.0%	-0.272	0.9	1.04	2.21	10.1	3.5
Cn1c(CCNC(=O)c2ccccc2)nc2cc(NC(=O)c3ccco3)ccc21	4.9	-39.7	5.0%	-0.0731	0.9	1.07	-0.0319	5.7	25.3
COc1ccccc1NC(=O)CSc1nnc(C)n1Cc1ccccc1	7.3	-15.3	2.0%	-0.673	1	1.12	0.00268	3.1	-21.1
COc1ccc2[nH]c(C(=O)O)c(NS(=O)(=O)c3ccc(OC)c(OC)c3)c2c1	4.7	-1.1	14.0%	0.926	0.9	2.23*	0.22	6.1	-6.6
CN1C(=O)c2ccccc2Sc2ccc(NC(=O)N3CCCC3)cc21	25.3	9.0	5.0%	0.513	0.9	1.08	-0.766	2.2	-2.3
CCCOc1c(Br)cc(C(=O)NCC)cc1OC	-4.8	18.1	4.0%	-0.92	0.8	1.1	-0.339	-1.8	-7.4
Brc1ccc(C2=Nn3c(nnc3-c3cccnc3)SC2)s1	-10.0	-5.0	3.0%	-0.329	0.9	1.27	1.23	2.5	-2.9
O=C(C1CCN(S(=O)(=O)N2CCOCC2)CC1)N1CCN(Cc2ccc3c(c2)OCO3)CC1	2.5	-18.5	7.0%	-0.215	1	1.03	-0.147	10.5	-3.8
O=C(Nc1ccc2c(c1)OCCO2)C1CCN(C(=O)c2ccc(Br)cc2)CC1	-4.4	25.0	5.0%	-0.447	0.9	1.11	-0.934	3.2	5.0
Cc1ccc(C(=O)Nc2c3c(nn2C(C)(C)C)CS(=O)(=O)C3)cc1C	-6.9	2.0	6.0%	0.0117	1	1.07	0.358	-6.0	-1.4
NC(=O)c1c(NC(=O)C2CCCO2)sc2c1CCC2 (stereo not drawn)	9.0	-3.8	5.0%	-0.0212	1	1.29	-0.074	-2.7	10.6
CCCC(c1nnnn1Cc1cccs1)N1CCN(C2CCCC2)CC1 (stereo not drawn)	-29.7	-15.3	7.0%	-0.528	0.9	1.08	1.31	0.8	8.2
COc1ccccc1C1C(C(N)=O)=C(C)Nc2ncnn21 (stereo not drawn)	-6.8	-2.4	3.0%	-0.077	0.9	1.16	-0.341	9.3	-11.5
CC(C)(C)c1cc(CN2CCN(CCC#N)CC2)cc(C(C)(C)C)c1O	-11.8	26.3	5.0%	-3.57*	0.9	1.07	25.1*	2.7	-3.6
Cc1cc(NS(=O)(=O)c2cccs2)no1	-8.0	-25.9	3.0%	-0.109	0.9	1.09	-0.767	3.9	-1.6
CCN(CC)S(=O)(=O)c1ccc(-c2nnc3sc4cccc(C)c4n23)cc1	19.8	56.3	8.0%	-0.891	1	1.13	1.26	0.3	3.4
CCOc1c(OC)cc(C2C(C#N)=C(N)Oc3n[nH]c(-c4ccncc4)c32)cc1OC (stereo not drawn)	1.5	0.8	5.0%	0.444	0.9	1.13	0.206	3.8	18.1
C/C(=C\C(=O)c1ccc(F)cc1)Nc1ccc(N2CCOCC2)cc1	15.8	-4.8	4.0%	-0.000467	0.9	1.04	-1.02	1.2	10.9
COc1cccc(-c2nc(Cc3ccc(OC)c(OC)c3)no2)c1	12.7	9.7	5.0%	.	0.9	1.1	.	5.3	-16.2
O=C(Cc1cccs1)N1CCN(C(=O)C2CCCO2)CC1 (stereo not drawn)	9.3	-7.0	6.0%	0.449	1	1.09	1.26	6.4	-14.9
Cc1occc1C(=O)NCc1ccc2c(c1)OCO2	.	-16.5	3.0%	-0.00246	0.9	1.09	-1.43	.	.

Part of the list above in a different format.
Screens in order – RORa activator | Ecoli tolC | NADH enzymes | M1 antagonist | TNAP act DEA | Autofluor 339 | M1 agonist | E coli RNAP | SF1 activator
NC(=O)c1c(NC(=O)C2CCCO2)sc2c1CCC2 (stereo not drawn)
  9.0 | -3.8 | 5.0% | -0.0212 | 1 | 1.29 | -0.074 | -2.7 | 10.6
CCCC(c1nnnn1Cc1cccs1)N1CCN(C2CCCC2)CC1 (stereo not drawn)
  -29.7 | -15.3 | 7.0% | -0.528 | 0.9 | 1.08 | 1.31 | 0.8 | 8.2
COc1ccccc1C1C(C(N)=O)=C(C)Nc2ncnn21 (stereo not drawn)
  -6.8 | -2.4 | 3.0% | -0.077 | 0.9 | 1.16 | -0.341 | 9.3 | -11.5
CC(C)(C)c1cc(CN2CCN(CCC#N)CC2)cc(C(C)(C)C)c1O
  -11.8 | 26.3 | 5.0% | -3.57* | 0.9 | 1.07 | 25.1* | 2.7 | -3.6
Cc1cc(NS(=O)(=O)c2cccs2)no1
  -8.0 | -25.9 | 3.0% | -0.109 | 0.9 | 1.09 | -0.767 | 3.9 | -1.6
CCN(CC)S(=O)(=O)c1ccc(-c2nnc3sc4cccc(C)c4n23)cc1
  19.8 | 56.3 | 8.0% | -0.891 | 1 | 1.13 | 1.26 | 0.3 | 3.4
CCOc1c(OC)cc(C2C(C#N)=C(N)Oc3n[nH]c(-c4ccncc4)c32)cc1OC (stereo not drawn)
  1.5 | 0.8 | 5.0% | 0.444 | 0.9 | 1.13 | 0.206 | 3.8 | 18.1
C/C(=C\C(=O)c1ccc(F)cc1)Nc1ccc(N2CCOCC2)cc1
  15.8 | -4.8 | 4.0% | -0.000467 | 0.9 | 1.04 | -1.02 | 1.2 | 10.9
COc1cccc(-c2nc(Cc3ccc(OC)c(OC)c3)no2)c1
  12.7 | 9.7 | 5.0% | . | 0.9 | 1.1 | . | 5.3 | -16.2
O=C(Cc1cccs1)N1CCN(C(=O)C2CCCO2)CC1 (stereo not drawn)
  9.3 | -7.0 | 6.0% | 0.449 | 1 | 1.09 | 1.26 | 6.4 | -14.9
Cc1occc1C(=O)NCc1ccc2c(c1)OCO2
  . | -16.5 | 3.0% | -0.00246 | 0.9 | 1.09 | -1.43 | . | .

Following part.
SMILES	RORa activator	Ecoli tolC	NADH enzymes	M1 antagonist	TNAP act DEA	Autofluor 339	M1 agonist	E coli RNAP	SF1 activator
COc1ccc(OCCSc2ncccn2)cc1	14.2	-17.9	5.0%	0.469	0.9	1.08	0.685	1.7	55.7*
Cc1ccccc1Cn1nc(C)c(NC(=O)c2noc3c2CC(C(C)(C)C)CC3)c1C (stereo not drawn)	-0.1	74.1*	8.0%	1.9	0.9	1.08	1.36	3.0	0.6
CCOC(=O)C1=C(N)N(c2ccccc2Oc2ccccc2)C(=O)C1	3.8	2.0	6.0%	-0.265	0.9	1.07	-0.261	11.6	-1.6
COc1cc(S(=O)(=O)N2CCOCC2)ccc1NC(=O)CSc1nnc(N)s1	-14.0	-3.6	6.0%	-0.022	1	1.07	0.0438	2.2	-5.4
O=C(NCC(=O)N(c1cccnc1)C(C(=O)NCc1ccco1)c1ccccc1)c1ccco1 (stereo not drawn)	-14.2	-13.4	4.0%	.	0.9	1.12	.	11.8	-1.6
COc1ccccc1NC(=O)C1=C(C)Nc2ncnn2C1c1cccs1 (stereo not drawn)	-7.3	-2.5	7.0%	0.0574	0.9	1.08	-0.314	5.7	3.9
COC(=O)c1[nH]c2cccc(C)c2c1NC(=O)CN1CCN(C(=O)c2ccco2)CC1	7.3	-9.9	6.0%	-1.32	0.9	1.52	0.412	.	5.6
CCc1cccc(C)c1NC(=O)CSc1nnc(-c2ccco2)n1N	-11.4	-7.2	6.0%	-0.0681	1.1	1.13	1.34	4.2	-10.2
CCOc1ccc2cc(S(=O)(=O)N3CCOCC3)ccc2c1	0.4	-7.8	6.0%	-0.635	1	1.04	-0.2	4.9	7.4
COc1ccc(NC(=O)C2CC(=O)N(C(C)C)C2)cc1 (stereo not drawn)	-12.2	-8.7	0.0%	0.992	0.9	1.14	0.36	.	-9.9
COc1ccc(S(=O)(=O)N2Cc3ccccc3CC2C(=O)N2CCOCC2)cc1OC (stereo not drawn)	-1.9	-13.8	4.0%	.	0.9	1.11	.	10.3	-6.9
CC(C)(C)n1ncc2c(=O)n(CC(=O)N3CCc4ccccc43)cnc21	17.4	-1.5	5.0%	.	1	1.06	.	5.2	7.7
COCc1[nH]nc2c1C(c1sccc1C)C(C#N)=C(N)O2 (stereo not drawn)	-14.1	-4.3	6.0%	0.064	0.9	1.07	-0.967	10.0	-5.0
CCC(=O)c1ccc(O)cc1	-24.6	10.4	1.0%	0.0483	0.9	1.03	-0.324	3.4	-10.1
O=C(CCNS(=O)(=O)c1cccc2nonc12)NCCc1ccc(Cl)cc1	0.7	5.8	2.0%	-0.742	0.9	1.14	-0.767	1.3	-7.4
O=C(Cn1cnc2c(nnn2Cc2ccccc2)c1=O)c1ccc(Cl)cc1	-3.5	-1.2	4.0%	-0.546	0.9	1.04	-0.00277	4.3	-1.8
CCc1c(O)nc(SCC(=O)N2CCOCC2)n(-c2ccccc2)c1=O	-6.6	-11.8	4.0%	0.0202	0.9	1.1	0.0355	2.2	-0.2
COc1ccc(NC(=O)CSc2nc3sc(C)c(C)c3c(=O)n2Cc2ccco2)cc1	-16.4	-15.2	6.0%	-1.41	0.9	1.1	-0.224	5.5	9.1
CCOc1cc(-c2c(C#N)c(=O)[nH]c3c2c(C)nn3-c2ccc(F)cc2)ccc1O	-28.9	97.4*	9.0%	.	0.9	1.97	.	0.3	-14.7
CCCCc1nccn1CCn1ccnc1CCCC	12.1	-15.5	4.0%	-0.419	1	1.03	0.251	-2.7	-6.0
CCOc1cc2[nH]c(=O)n(CC3CCC(C(=O)NCCC(C)C)CC3)c(=O)c2cc1OCC (stereo not drawn)	6.2	-0.7	1.0%	0.131	1	1.43	0.32	2.8	-6.6
Cc1cc2oc(=O)c3c(c2cc1OC(=O)c1ccco1)CCCC3	-10.3	-5.8	3.0%	0.668	0.8	1.17	0.102	6.8	-3.5
C=CCOc1ccc(/C(O)=C2\C(=O)C(=O)N(CCOC)C2c2cccnc2)cc1 (stereo not drawn)	-11.1	-12.4	1.0%	0.429	1	0.98	1.01	10.5	1.8
NS(=O)(=O)c1ccc(NC(=O)CCc2ccccc2)cc1	-8.8	-8.3	0.0%	0.114	0.9	1.12	-0.59	1.5	7.0
O=C(CCC(=O)N(CC(=O)NC1CCCC1)Cc1ccc2c(c1)OCO2)Nc1ccccn1	14.7	-0.3	3.0%	-0.437	1	1.05	-0.887	8.8	-10.1
Cc1cccc(OCC(=O)Nc2ccc(S(=O)(=O)N3CCCC3)cc2)c1	-0.6	17.2	3.0%	-0.862	0.9	1.12	0.802	.	10.1
COc1cccc(CNC(=O)Cn2cccc2)c1	8.3	-2.1	4.0%	-0.0779	0.9	1.04	-0.642	6.4	16.9
CCC12CN3CC(CC)(CN(C1)C31C(=O)N(C)c3ccc(C)cc31)C2=O (stereo not drawn)	14.0	5.2	6.0%	-0.903	0.9	1.11	-0.328	9.7	0.2
CCOC(=O)CC(=O)CSCC(=O)Nc1ccc(C)cc1	2.1	-5.2	8.0%	-0.282	0.9	1.06	-0.00311	3.6	4.1
